Bioassay records: PubChem BioAssay, several laboratories
hcDAF12 agonist: activators of H. contortus DAF-12 nuclear receptor | HEK293 hcDAF-12 lit1-tk-luc reporter, luminescence; 0% DMSO, 100% Δ7-dafachronic acid | activation, % at 6.8 µM | hit rate 1.4% among 370,000;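 active means activation above the mean of all tested compounds plus 3 SD, cut at about 5.5% in these data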;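 further: 100% = response to 3 µM Δ7-dafachronic acid high control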
SMARCA2 act: SMARCA2 function activation, primary screen; MG213 cells, MMTV-luciferase reporter, dexamethasone, overnight; activation, % at 9.1 µM; hit rate 1% among 370,000; in the data active means activation above about 7.8%;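 further: 0% = vehicle wells and 100% = reference activator wells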
NPR1 activator: GC-A (human) enzyme activation; HEK293 GC-A cells, cGMP TR-FRET, EC30 ANP; 0% at EC30 ANP, 100% saturating ANP; AID 1671463; hit rate 0.14% among 370,000; activation, % at 10 µM; in the data active means activation above about 40%
Target sequence (P16066 whole entry, looked up): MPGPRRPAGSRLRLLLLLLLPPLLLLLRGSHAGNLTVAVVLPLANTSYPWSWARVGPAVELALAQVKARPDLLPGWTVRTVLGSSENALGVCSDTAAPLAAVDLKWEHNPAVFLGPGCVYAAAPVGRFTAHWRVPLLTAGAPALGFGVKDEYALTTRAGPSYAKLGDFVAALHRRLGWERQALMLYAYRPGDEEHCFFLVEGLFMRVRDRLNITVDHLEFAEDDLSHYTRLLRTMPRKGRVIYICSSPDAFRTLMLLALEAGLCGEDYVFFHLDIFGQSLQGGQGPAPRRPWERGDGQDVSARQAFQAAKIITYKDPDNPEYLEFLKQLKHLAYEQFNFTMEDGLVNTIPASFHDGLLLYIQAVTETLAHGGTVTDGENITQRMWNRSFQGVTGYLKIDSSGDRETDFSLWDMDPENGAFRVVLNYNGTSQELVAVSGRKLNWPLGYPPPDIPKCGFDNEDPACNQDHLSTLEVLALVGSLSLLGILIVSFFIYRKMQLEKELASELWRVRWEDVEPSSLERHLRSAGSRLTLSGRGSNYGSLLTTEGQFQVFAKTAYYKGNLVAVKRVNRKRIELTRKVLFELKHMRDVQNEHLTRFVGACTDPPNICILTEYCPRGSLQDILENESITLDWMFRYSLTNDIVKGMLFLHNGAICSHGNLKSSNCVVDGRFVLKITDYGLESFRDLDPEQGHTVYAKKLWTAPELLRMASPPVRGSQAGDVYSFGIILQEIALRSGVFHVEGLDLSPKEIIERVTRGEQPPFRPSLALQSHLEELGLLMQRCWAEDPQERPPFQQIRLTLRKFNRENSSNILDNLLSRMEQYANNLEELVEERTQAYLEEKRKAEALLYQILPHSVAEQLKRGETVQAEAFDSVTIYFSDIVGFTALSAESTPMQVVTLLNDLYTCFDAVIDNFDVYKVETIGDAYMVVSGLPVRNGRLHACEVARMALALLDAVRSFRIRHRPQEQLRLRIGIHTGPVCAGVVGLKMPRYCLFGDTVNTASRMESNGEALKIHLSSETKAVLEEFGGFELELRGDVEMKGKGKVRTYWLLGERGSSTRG
NPR2 activator: GC-B (human) receptor activation; P20594; HEK293-GC-B cells, CNP EC30, cGMP TR-FRET; 0% at EC30 CNP, 100% saturating CNP; activation, % at 10 µM; hit rate 0.11% among 370,000; AID 1920062;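 active means activation at 10 µM reaching about 35% in either raw or pattern-adjusted values, limit read from the data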
GAA850 FXN act: increases GAA850 frataxin promoter reporter activity; hit rate 0.56% among 360,000; activation, % at 6 µM; HEK293 lucGAA850 FXN promoter luciferase reporter, 24 h; percent of 10 µM SAHA response; AID 540364;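 active means activation above the average of all compounds screened plus 3 SD, cutoff fixed separately per campaign, cut at about 7.5% in these data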;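 further: 0% = DMSO wells and 100% = 10 µM SAHA wells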
hgDAF12 agonist: activates the H. glycines DAF-12 receptor ligand-binding domain; HEK293 GAL4-hgDAF12 UAS-luciferase reporter, agonist luminescence; normalized to butyrate control; activation, % at 6.8 µM; hit rate 1.8% among 370,000; AID 687014;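 active means activation above a cutoff set at the mean of all screened compounds plus 3 SD, cut at about 10% in these data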;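 further: 0% = DMSO wells and 100% = sodium butyrate wells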
sPLA2-III inh: Inhibits HGIII-sPLA2 liposome hydrolysis, primary screen. QFRET BODIPY PC-A2 liposome hydrolysis, fluorescence. AID 743126. hit rate 0.56% among 370,000. Q9NZ20. inhibition, % at 12.2 µM;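 active means inhibition above mean plus 3 SD of compounds lying within the high and low control bounds, cut at about 19% in these data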;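 further: 0% = median of test compound wells and 100% = no enzyme DMSO wells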
ssDAF12 agonist: S. stercoralis DAF-12 activation, primary screen. hit rate 1% among 370,000. HEK293 ssDAF-12/GRIP1 lit1-tk-luc reporter, luminescence; % of 3 µM dafachronic acid response. activation, % at 6.8 µM. AID 652126;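 active means activation above the mean over all tested compounds plus 3 SD, cut at about 0.9% in these data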;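 further: 0% = DMSO-only wells and 100% = 3 µM delta7-dafachronic acid wells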
proKLK7 act: activators of human kallikrein-7 zymogen; P49862; purified proKLK7, EDANS-DABCYL substrate fluorescence; 100% is mature enzyme control, 0% vehicle; activation, % at 7 µM; hit rate 0.9% among 370,000;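 active means activation above the mean of all tested compounds plus 3 SD, computed per campaign excluding outliers beyond control limits, cut at about 13% in these data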
DAX1 inh-1: DAX1 (NR0B1) inhibition, primary screen | HEK293T StAR-luciferase reporter, SF-1/DAX-1 repression relief | inhibition, % at 6.8 µM | hit rate 1.1% among 370,000 | AID 652010;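 active means inhibition above the mean over all tested compounds plus 3 SD, cut at about 3.6% in these data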;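 further: 0% = DAX-1 cells with DMSO and 100% = cells lacking DAX-1 with DMSO; higher inhibition means more luminescence from relief of DAX-1 repression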
DAX1 inh-2: NR0B1 (DAX1) inhibition. HEK293 Gal4-DAX1 luciferase reporter, luminescence. inhibition, % at 6.75 µM. hit rate 0.99% among 340,000. AID 504766. P51843;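 active means inhibition above the mean over all tested compounds plus 3 SD, cut at about 4.2% in these data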;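 further: 0% = DAX1-transfected cells with DMSO and 100% = empty-vector control cells with DMSO; inhibition shows as a rise in luminescence from relieved DAX1 repression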
Numbers without * were called inactive; nt = not tested or not shown; & = joins results of further samples.

SMILES	hcDAF12 agonist	SMARCA2 act	NPR1 activator	NPR2 activator	GAA850 FXN act	hgDAF12 agonist	sPLA2-III inh	ssDAF12 agonist	proKLK7 act	DAX1 inh-1	DAX1 inh-2
O=C(NC(c1cccnc1)c1ccc2c(c1)OCO2)C1CCN(CCOc2ccc(Cl)cc2Cl)CC1 (stereo not given)	0.9	-1	4	3	0.5	2.9	-6	-0.3	0.5	0.6	nt
CCc1nnc(NC(=O)c2nc(S(=O)(=O)Cc3cccc(C)c3)ncc2Cl)s1	-4.7	-14	9	2	-12	-3.2	1	-1.6	0.3	-0.5	-1.5
Cc1ccc(C(=O)Nc2nc3ccccc3n2CCN2CCCC2)cc1	9.1*	4	-5	0	5.0	14*	5	2.7*	-0.7	4.3*	1.1
O=C(CCNC(=O)c1ccc(Br)cc1)Nc1cccc(S(=O)(=O)N2CCCCCC2)c1	-1.0	-1	-6	-12	-0.7	-2.5	-27	-1.2	0.2	-1.3	-0.6
C[C@@H]1CN([C@@H](C)CO)C(=O)CCCn2cc(nn2)CO[C@H]1CN(C)C(=O)C1CCCCC1	-0.3	-3	2	-1	nt	-0.8	0	-1.4	0.2	-0.1	nt
OC(COCc1ccc2c(c1)OCO2)CN1CCCCC1 (stereo not given)	0.8	4	1	2	-1.3	3.2	4	-1.4	0.3	0.2	-2.2
CCc1ccc(C(=O)CSc2nc(N)cc(=O)[nH]2)cc1	1.0	-3	2	-6	0.9	-1.7	-7	-1.3	-0.8	-0.1	0.3
COc1cc(NC(=O)c2sc3ncn(CC(=O)N4CCCC(C)C4)c(=O)c3c2C)cc(OC)c1OC (stereo not given)	-4.3	-1	1	4	-0.7	3.0	0	-0.6	0.3	-2.2	-0.1
CN(CCOc1ccc(Cl)cc1)CC(O)c1ccccc1 (stereo not given)	0.5	0	-8	-8	0.6	1.4	-5	-0.6	-0.5	0.0	4.3*
N#Cc1ccccc1CN1C(=O)NC2(CCCCCC2)C1=O	0.3	-3	-6	-2	-0.4	-3.6	10	-0.3	0.1	0.3	0.4
CC(C)CN(C(=O)COC(=O)C1CC1)c1c(N)n(Cc2ccccc2)c(=O)[nH]c1=O	0.0	2	-1	0	-1.7	-0.2	0	-1.6	-0.2	-1.0	2.3
Cc1ccc2nc(-c3ccco3)c(Nc3ccccc3)n2c1	1.8	-3	7	5	4.0	-3.2	6	-0.8	-0.4	0.1	0.1

hcDAF12 agonist: hit marks shown above.
| SMILES | hcDAF12 agonist | SMARCA2 act | NPR1 activator | NPR2 activator | sPLA2-III inh | ssDAF12 agonist | proKLK7 act | DAX1 inh-1 | DAX1 inh-2 |
| --- | --- | --- | --- | --- | --- | --- | --- | --- | --- |
| Cc1ccc(C(=O)Nc2nc3ccccc3n2CCN2CCCC2)cc1 | 9.1* | 4 | -5 | 0 | 5 | 2.7* | -0.7 | 4.3* | 1.1 |

Next section:
SMILES	hcDAF12 agonist	SMARCA2 act	NPR1 activator	NPR2 activator	GAA850 FXN act	hgDAF12 agonist	sPLA2-III inh	ssDAF12 agonist	proKLK7 act	DAX1 inh-1	DAX1 inh-2
O=C(O)CCCCCNC(=O)c1ccccc1	-0.5	0	-2	1	0.1	-1.1	3	-1.4	0.1	1.1	3.0
COCc1cc(C)nc2sc(C(=O)Nc3ccccc3F)c(N)c12	-1.8	0	8	1	5.9	0.0	1	-1.9	3.0	0.2	-1.3
Cc1cccc(C(=O)NC(=S)NCc2cccnc2)c1	2.3	1	-1	4	-1.2	6.7	0	-0.9	-0.2	0.5	2.0
CC(C)CC(NC(N)=O)C(=O)NCCc1ccc(Cl)cc1 (stereo not given)	0.4	-1	2	-1	1.2	-2.0	5	-1.0	0.4	0.4	2.9
COc1ccc(S(=O)(=O)N2CCC(C(=O)NCc3ccncc3)CC2)cc1OC	-0.7	0	2	0	-1.1	-0.4	-3	-0.6	-0.1	-0.2	3.7
COc1ccc(F)cc1-c1cc(C(=O)Nc2ccc(C)c(NS(C)(=O)=O)c2)[nH]n1	-4.5	-4	3	6	-1.4	-5.5	-17	-1.7	0.1	-4.3	nt
COC(=O)C1CCN(Cc2nnc(-c3ccccc3)o2)CC1	3.2	1	1	7	0.8	3.9	2	0.5	-0.3	0.3	2.2
O=C(CSc1nnc2ccccn12)Nc1ccccc1[N+](=O)[O-]	3.5	-2	0	-4	-0.9	3.5	-2	-0.5	-0.3	-0.1	3.3
Cc1ccc(NC(=O)CN(C)C(=O)c2n[nH]c(=O)c3ccccc23)cc1	-0.7	0	0	4	1.5	4.8	1	-1.4	-0.5	0.0	0.0
O=C(CSC1=NCCN1)NC(c1ccccc1)c1ccccc1	1.7	1	-9	-6	6.9	-1.3	-3	-1.7	0.9	0.2	0.9
CCOc1ncccc1C(=O)Nc1ncc(C)s1	1.1	0	2	0	1.6	3.2	0	-0.3	0.2	-1.0	0.1
O=C(NCc1cccs1)c1ccc(CS(=O)(=O)c2ccc(Cl)cc2)o1	-2.5	-4	3	0	-0.6	1.9	-3	-0.6	0.2	-0.9	-0.1
Cc1nc2ccc(NC(=O)c3c(Cl)cccc3Cl)cc2c(=O)[nH]1	-0.3	6	0	1	nt	0.7	4	-1.2	0.2	-0.4	nt
COc1ccc(Cl)cc1/C=C(\C#N)C(N)=O	-0.3	3	-17	-9	1.6	1.3	3	-0.8	-1.7	-0.1	1.6
O=C(CNC(=O)[C@@H]1Cc2ccccc2CN1)NCc1ccco1	0.3	-3	0	0	1.4	-0.3	7	-0.7	-0.3	0.3	-0.6
COc1cccc(-n2c(COc3ccc(C)cc3)nnc2SCC(=O)O)c1	-0.2	-1	0	0	1.7	-1.4	-12	-0.3	0.1	0.9	0.1
Cc1ccc(S(=O)(=O)N2CCN(C(=O)COC(=O)COc3ccc(Br)cc3)CC2)c(C)c1	-0.5	2	1	-8	3.7	0.1	-8	-1.0	-1.1	0.6	-0.3
O=C(Nc1ccc2c(c1)OCCO2)c1cc(-c2ccccc2)nc2ccccc12	1.3	-3	2	0	-4.6	-2.2	-4	-1.8	0.9	0.1	-1.5
Cn1c(=O)[nH]c(=O)c2c1nc(N1CCN(Cc3ccccc3)CC1)n2CCCc1ccccc1	-1.4	-1	-4	-4	2.0	1.0	0	-1.5	-0.4	-0.1	-0.1
COc1ccc(C)cc1S(=O)(=O)Nc1ccc(F)c(Cl)c1	-2.9	-1	-11	-17	0.8	-0.5	-29	-1.2	-0.9	-0.2	-0.5
O=C(CC(CC(=O)c1ccc(Br)cc1)c1cccnc1)c1ccc(Br)cc1	-0.4	-2	-2	6	0.1	-1.0	-4	-2.1	-0.2	-0.1	nt
O=C(CN(CC1CCCO1)C(=O)CNS(=O)(=O)c1ccccc1)NCc1ccccc1 (stereo not given)	-1.3	0	2	3	-2.3	-1.8	-6	-1.0	0.3	-0.5	-0.4
O=S(=O)(c1cccc(-c2nnc(SCc3nc4ccccc4s3)o2)c1)N1CCOCC1	4.4	3	-2	2	2.5	4.5	-16	-0.2	0.2	0.9	0.7
C=CC[C@H](CC(=O)NCCO)C(=O)NCCOC(=O)[C@@H](CC=C)Cc1ccc(F)cc1	0.2	-1	2	2	2.0	-1.5	3	-0.8	-0.1	-0.1	0.4
COc1ccc(C2=NCCn3nc4cc(C(F)(F)F)ccc4c32)cc1	1.4	2	14	-2	1.6	0.8	-1	-0.8	0.2	0.1	1.4
O=C(Nc1nnc(-c2ccc(F)cc2)s1)c1c(F)cccc1Cl	4.1	-3	6	-4	-0.5	3.3	0	-1.5	0.4	0.5	0.5
Cn1cnc(NCc2ccccc2)c1[N+](=O)[O-]	0.9	-2	4	-3	0.9	0.1	-5	3.4*	0.5	-0.5	nt
O=C(Nc1ccc2c(c1)Cc1ccccc1-2)c1cc2ccccc2o1	1.2	1	5	-8	0.0	1.4	-6	-1.1	-0.6	-0.2	2.6
O=C(O)c1cccc(C(=O)Nc2cccc(NC(=O)C3CCCO3)c2)c1 (stereo not given)	-0.7	-4	-1	2	-1.2	-1.2	7	-1.6	0.3	0.1	-3.0
O=c1[nH]nc(-c2ccccc2)c2ccccc12	-1.8	2	1	5	4.4	0.0	-5	-1.0	0.5	0.5	0.8
Nc1nc(SCC(=O)N2CCCc3ccccc32)n(-c2ccccc2)n1	-3.2	-1	-3	1	-0.9	0.6	-3	-1.2	0.0	-0.5	0.2
CCOC(=O)C1=C(C)NC(C)=C(C(=O)OCC)C1C(=O)OCC(=O)N1CCC(C)CC1	-0.7&-3.2	-5&3	3&-1	-4&-11	1.4&-1.1	-0.9&-0.2	4&5	-0.4&-1.2	0.3&0.3	-0.4&0.2	-0.1&-1.1
CCOc1ccccc1N=c1oc2cc(O)ccc2cc1C(=O)NCC1CCCO1 (stereo not given)	-0.9	0	-14	-5	1.5	-0.2	-14	-2.1	88*	-0.5	-0.1
CCOc1ccc(-c2cn3ccccc3n2)cc1	5.8*	5	0	3	1.8	10	3	0.2	2.8	9.9*	-3.2
COc1ccc(C(=O)CSc2[nH]c(=O)cc(C(F)(F)F)c2C#N)cc1	2.3	3	0	-5	0.5	-0.7	-17	-0.9	0.2	0.0	0.6
O=C(CC1(O)C(=O)Nc2cc(Cl)cc(Cl)c21)c1ccncc1 (stereo not given)	-0.2	11*	-4	-2	1.5	-0.4	8	-0.6	-0.1	-1.1	0.0
O=C(Nc1ccccc1)Nc1ncc(C(F)(F)F)cc1Cl	-3.1	-2	-3	-2	-0.5	1.9	-4	-0.5	-0.5	-0.4	-0.3
Cc1cc(C)c(NC(=O)c2sc3nc(C)[nH]c(=O)c3c2C)c(C)c1	-1.1	-2	0	-4	nt	-0.7	8	-1.7	0.5	-0.3	nt
Cc1ccc(NC2CCCN(C(=O)CCc3cn[nH]c3)C2)cc1C (stereo not given)	-1.3	0	2	2	1.6	0.7	1	-1.1	0.3	1.4	0.1
CC(C)(C)NC(=O)C(=O)NNC(=O)c1cccc(Br)c1	0.5	-2	2	-3	3.4	0.8	-6	-0.6	0.5	-0.2	1.8
O=C(C[C@@H]1C/C=C\C[C@@H](NC(=O)OCC2c3ccccc3-c3ccccc32)C(=O)OCCNC1=O)N[C@@H](CO)Cc1ccccc1	-1.0	-4	2	1	-1.1	0.1	-8	-0.9	0.1	0.2	0.8
O=C(COc1ccc(Br)cc1)NCCCn1ccnc1	-1.6	-3	3	-2	-1.5	-0.3	0	-1.2	0.2	0.0	0.8
COc1ccccc1-c1cc(-c2ccc(O)cc2)nc(N)c1C#N	0.3	-4	41*	-9	-0.1	0.1	-47	-1.6	7.0	-1.1	2.2
CC12C=CC3(O1)C(C(=O)N(c1cccnc1)C3C(=O)NC1CCCCC1)C2C(=O)Nc1ccccc1 (stereo not given)	-1.4	2	-1	2	-1.0	1.1	3	-0.8	0.4	-0.7	-0.8
CSc1nc(O)c(C(c2cccc([N+](=O)[O-])c2)c2c(O)nc(SC)[nH]c2=O)c(=O)[nH]1	6.0*	-1	3	5	-0.4	-0.1	1	0.7	-0.2	-0.5	1.1
COc1ccccc1CNC(=O)Cn1cccc1C(=O)c1ccccc1	0.0	3	-1	-9	1.8	2.3	1	-1.2	-0.3	2.1	0.7
